Assay outcomes (PubChem BioAssay)
Peg3 prom inh – reduces Peg3 promoter-driven luciferase expression in HeLa | AID 588405 | HeLa PEG-Prom luciferase reporter, luminescence, overnight | hit rate 1.7% among 360,000 | inhibition, % at 20 µM;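 active means inhibition of at least 50% at 20 µM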
NR2E3 ag-1 – NR2E3 (human) agonism | hit rate 0.12% among 320,000 | GST-NR2E3/biotin-RetCOR TR-FRET, 1536-well | inhibition of corepressor binding, % at 4.78 µM | AID 2300 | Q9Y5X4;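 active means percent inhibition above the cutoff of mean plus 3 SD of all tested compounds, set per screening campaign, cut at about 20% in these data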;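 further: 0% = DMSO wells and 100% = biotin wells as full block of FRET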
Target sequence (Q9Y5X4 whole entry, looked up): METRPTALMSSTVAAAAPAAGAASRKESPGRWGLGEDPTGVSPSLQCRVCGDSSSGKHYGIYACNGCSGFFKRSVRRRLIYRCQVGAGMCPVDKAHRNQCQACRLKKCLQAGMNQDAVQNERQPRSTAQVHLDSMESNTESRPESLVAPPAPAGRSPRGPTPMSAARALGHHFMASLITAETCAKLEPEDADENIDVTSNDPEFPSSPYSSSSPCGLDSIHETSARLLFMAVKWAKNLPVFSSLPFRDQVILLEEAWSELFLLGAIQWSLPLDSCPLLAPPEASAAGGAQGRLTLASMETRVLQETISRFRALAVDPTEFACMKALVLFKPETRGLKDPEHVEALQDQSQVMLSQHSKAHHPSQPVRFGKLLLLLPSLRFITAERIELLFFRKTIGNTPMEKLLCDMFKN
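Format: 1536-well format; test system: GST-NR2E3 and biotin-RetCOR proteins; read-out basis: percent inhibition of TR-FRET ratio; timing: 5 h incubation at 4 °C; detection: time-resolved FRET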
Shn3 3UTR inh – inhibitors of Schnurri-3 3'UTR reporter in osteoblasts | Clone20 osteoblast Shn3 3'UTR firefly luciferase, 24 h | inhibition, % at 12.5 µM | hit rate 0.52% among 360,000;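 active means mean inhibition of at least 75% with every replicate also reaching 75%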;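 further: 0% = median of neutral control wells and 100% = pilot-screen positive control compound; some compounds past the cut are filed as inactive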
HIF-2a inh – inhibitors of HIF-2a. 786-0 RCC cells HIF-2a reporter, luciferase luminescence, overnight. inhibition, % at 18.8 µM. hit rate 0.72% among 360,000;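 active means inhibition of the luminescence signal of 40% or more relative to plate controls, in a single-dose primary screen at 18.75 µM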
NR2E3 ag-2 – human photoreceptor-specific nuclear receptor agonism; CHO-S Gal4-NCOR/VP16-NR2E3 two-hybrid, luciferase; inhibition of corepressor binding, % at 3.98 µM; hit rate 0.35% among 360,000; AID 602229;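 active means inhibition above the mean of all tested compounds plus 3 SD, cut at about 70% in these data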;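 further: 0% = DMSO with NR2E3 transfected cells and 100% = cells lacking NR2E3 construct; higher means lower luciferase signal from less NR2E3 corepressor binding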
CaV13 ICDI inh – Primary screen for inhibitors of IQ motif and Ca2+-dependent inactivation inhibitor domain binding in CACNA1D, Förster resonance energy transfer in living cells, …; HEK cells, CFP/YFP FRET ICDI-IQ, plate reader, 10 min; percent FRET-ratio fall versus neutral wells; inhibition, % at 12.3 µM; hit rate 0.098% among 340,000;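 active means mean replicate inhibition of at least 30% and at least 1% of replicates passing that level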;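 further: 0% = median of the neutral control wells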
Cardio protect – myocardial damage modulation in H9c2 cells | H9c2 cardiomyocytes, H2O2 injury protection, ATPLite, 2 h | protection from H2O2 cell death, % at 20 µM | hit rate 0.63% among 360,000 | AID 588492;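 active means compounds giving at least 50% protection of heart cells from peroxide-induced death in the single-dose screen, raw or plate-pattern-corrected value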;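 further: 0% = DMSO wells with peroxide and 100% = DMSO wells without peroxide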
MITF TRPM1 inh – inhibitors of MITF-driven TRPM1 promoter in melanoma cells; hit rate 0.83% among 330,000; SK-MEL-5 TRPM1 promoter luciferase, 24 h; inhibition, % at 12.5 µM;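 active means mean inhibition across replicates of 60% or more, whatever share of single replicates reaches that level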; further: values of inactives mirror those of a sister screen read the other way
HTR2A ag – activates the mouse 5-HT2A serotonin receptor. P35363. hit rate 0.66% among 360,000. activation, % at 7.6 µM. CHO-K1 mHTR2A beta-arrestin complementation, luminescence; percent of 30 µM serotonin response;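 active means activation above a run cutoff, the mean activation of all tested compounds plus 3 SD, cut at about 14% in these data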;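 further: 0% = plate median of compound wells and 100% = 30 µM serotonin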
PDI inh – inhibitors of human protein disulfide isomerase; PDI insulin aggregation turbidity, A650, 90 min; inhibition, % at 10 µM; hit rate 0.052% among 350,000;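 active means mean inhibition across replicates of 30% or more, whatever share of single replicates reach that level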;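 further: absorbance from insulin aggregation driven by PDI reduction with DTT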
Target sequence (P07237 whole entry, looked up): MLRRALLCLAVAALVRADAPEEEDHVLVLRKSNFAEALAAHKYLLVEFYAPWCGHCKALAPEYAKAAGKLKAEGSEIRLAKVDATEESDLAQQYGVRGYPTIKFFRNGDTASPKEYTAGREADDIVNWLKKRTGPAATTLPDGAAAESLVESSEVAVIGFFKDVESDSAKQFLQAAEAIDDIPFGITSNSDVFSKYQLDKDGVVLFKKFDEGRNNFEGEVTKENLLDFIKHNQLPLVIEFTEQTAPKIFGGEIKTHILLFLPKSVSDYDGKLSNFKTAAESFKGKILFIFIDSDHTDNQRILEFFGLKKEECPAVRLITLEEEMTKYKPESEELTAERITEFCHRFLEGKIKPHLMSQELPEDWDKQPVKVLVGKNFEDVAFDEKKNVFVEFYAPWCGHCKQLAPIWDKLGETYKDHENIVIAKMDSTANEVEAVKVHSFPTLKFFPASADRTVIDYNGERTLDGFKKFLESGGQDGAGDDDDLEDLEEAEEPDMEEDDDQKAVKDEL
iPSC survival up – enhancers of human iPSC single-cell survival. hit rate 0.044% among 360,000. survival enhancement, % at 20 µM. hiPSC single-cell survival, ATPlite luminescence; 100% = ROCK inhibitor wells, 0% = DMSO; in the data active means survival enhancement above about 18%;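 further: cells exposed to compounds for 16 hours before the ATP read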
* = called active by the depositor; · = no result given.

SMILES | Peg3 prom inh | NR2E3 ag-1 | Shn3 3UTR inh | HIF-2a inh | NR2E3 ag-2 | CaV13 ICDI inh | Cardio protect | MITF TRPM1 inh | HTR2A ag | PDI inh | iPSC survival up
O=C1NC(=Nc2ccccc2Cl)S/C1=C\c1cccc([N+](=O)[O-])c1O | -12 | 1 | -6 | -84 | 0 | -15 | -2 | 4 | -6 | 2 | 0.6
CCOC(=O)C1=NOC2C(=O)N(c3ccc(Cl)cc3Cl)C(=O)C12 (centres undefined) | -6 | 0 | -1 | -2 | 23 | -7 | 6 | -7 | 9 | -8 | -0.8
COc1ccc(CC(=O)N2CCc3cc(OC)c(OC)cc3C2C)c(OC)c1 (centres undefined) | 18 | -1 | -8 | 16 | -14 | · | -2 | 9 | -2 | -6 | -0.7
Cc1c(CCC(=O)O)c(=O)oc2cc(OCc3ccc(Br)cc3)ccc12 | -59 | · | -11 | -65 | -24 | -20 | 1 | 0 | -4 | -3 | 0.3
O=C(Nc1ccccc1C(F)(F)F)NC1CCCCC1 | -7 | 0 | 12 | -22 | -18 | -7 | 1 | 1 | 0 | 3 | 0.8
COc1ccc(-n2c(SC3CCOC3=O)nc3ccccc3c2=O)cc1OC (centres undefined) | -3 | -2 | 6 | 6 | -4 | -9 | 3 | 12 | 3 | 14 | 3.5
CSc1ccccc1NC(=O)Cn1nnc(-c2ccc(S(C)(=O)=O)cc2)n1 | 10 | -1 | -4 | 18 | -2 | -5 | 8 | -2 | 8 | -15 | -0.1
CC(OC(=O)C1COc2ccccc2O1)C(=O)c1ccccc1 (centres undefined) | 10 | · | -38 | 8 | -7 | -5 | 0 | · | -3 | 6 | 1.5
CC(CN1CCCC1)OC(=O)c1ccc(Cl)cc1Cl (centres undefined) | 11 | -3 | 15 | 19 | -1 | -3 | -4 | 10 | -6 | 4 | -0.1
Cc1ccsc1/C=C1/SC(=O)N(CC(=O)N2CCCC2)C1=O | -41 | -2 | -38 | -51 | -5 | · | -1 | -28 | -6 | 10 | -0.2
Cn1cccc1C(C#N)c1cccc(F)c1C#N (centres undefined) | -3 | 4 | 3 | 14 | -46 | -4 | 0 | -8 | -2 | 11 | -1.1
Cc1ccc(C(=O)NNC(=O)C2CCN(Cc3ccccc3)CC2)cc1 | 7 | 0 | -23 | 26 | 5 | · | 8 | 9 | 4 | -5 | -0.5
Cc1nnc(SCc2ccccn2)n(N)c1=O | 2 | -1 | 4 | 17 | 0 | -6 | 2 | 1 | -1 | 1 | -0.7
O=[N+]([O-])c1cc(Cl)ccc1N1CCCCC1 | -8 | 0 | 0 | 6 | 0 | -2 | 0 | -14 | 3 | 1 | -3.5
COc1ccc(CNC(=O)Nc2nnc([C@H]3C[C@H](O)[C@@H](CO)O3)s2)cc1 | 10 | · | -5 | 8 | 4 | -6 | 10 | · | 10 | 1 | 0.9
Cc1c(/C=C(\C#N)C(=O)NCc2ccccc2)cc(C#N)n1C | -1 | 1 | -7 | 8 | -3 | -2 | 9 | 1 | -12 | -6 | -0.1
Cc1cc(=O)n(C)c(=O)n1CCCCCCN1CCCC1 | 5 | 1 | -30 | 0 | 5 | · | -1 | -13 | 2 | 14 | -0.1
O=C(CCN1C(=O)C2(OCCO2)c2ccccc21)c1ccccc1 | -6 | 3 | 17 | -1 | -11 | · | 40 | -5 | -2 | 5 | 0.3
CN(C(=O)c1cccc(NC(=O)Cc2ccc(NC(=O)C3CCCN(C(=O)CCc4ccccc4)C3)cc2)c1)C1CCCCC1 (centres undefined) | 40 | · | 54 | 2 | -9 | -6 | -10 | 48 | -2 | -4 | -0.6
Cc1ccccc1-c1nnc(SCC(=O)Nc2c(C)n(C)n(-c3ccccc3)c2=O)o1 | -4 | -3 | 5 | 14 | 6 | -4 | 7 | -4 | 4 | 6 | -0.7
Cc1ccc(S(=O)(=O)c2c(C)cc(-c3ccccc3)[nH]c2=O)cc1 | 19 | 1 | 13 | 19 | -8 | -4 | -5 | -8 | 2 | 5 | -0.7
CC(C)COc1ccc(C(=O)N/N=C/c2ccoc2)cc1 | -97 | 2 | -14 | -64 | -23 | · | -5 | -15 | -2 | -2 | -0.3
Cc1cc(C)c2cc3c(N)c(C(=O)N4CCOCC4)sc3nc2c1 | -39 | -1 | -23 | -13 | -18 | 0 | 6 | -49 | 7 | 4 | 1.4
Cc1nnc(SCC(=O)Nc2cc(S(=O)(=O)N3CCOCC3)ccc2C)s1 | 5 | · | 1 | 10 | 1 | -4 | 1 | 8 | -5 | 1 | 0.0
C/C(=N\N=C1\NC(=O)C(Cc2ccccc2)S1)c1ccccc1 (centres undefined) | 15 | -2 | 5 | 15 | 26 | -18 | -15 | 6 | -3 | -3 | 1.2

A draw from above in order of heavy-atom count, highest first:
SMILES | Peg3 prom inh | NR2E3 ag-1 | Shn3 3UTR inh | HIF-2a inh | NR2E3 ag-2 | CaV13 ICDI inh | Cardio protect | MITF TRPM1 inh | HTR2A ag | PDI inh | iPSC survival up
Cc1c(CCC(=O)O)c(=O)oc2cc(OCc3ccc(Br)cc3)ccc12 | -59 | · | -11 | -65 | -24 | -20 | 1 | 0 | -4 | -3 | 0.3
CC(C)COc1ccc(C(=O)N/N=C/c2ccoc2)cc1 | -97 | 2 | -14 | -64 | -23 | · | -5 | -15 | -2 | -2 | -0.3
O=[N+]([O-])c1cc(Cl)ccc1N1CCCCC1 | -8 | 0 | 0 | 6 | 0 | -2 | 0 | -14 | 3 | 1 | -3.5

(list continues)
SMILES | Peg3 prom inh | NR2E3 ag-1 | Shn3 3UTR inh | HIF-2a inh | NR2E3 ag-2 | CaV13 ICDI inh | Cardio protect | MITF TRPM1 inh | HTR2A ag | PDI inh | iPSC survival up
COC(=O)c1cc2n(n1)CCN(Cc1ccc(OC)cc1)C2=O | 7 | 1 | 13 | 13 | -46 | · | -4 | 12 | 2 | -1 | 2.9
CCOC(=O)c1sc(NC(=O)c2ccccc2OC)nc1C | -183 | 6 | -31 | -199 | -32 | -5 | -27 | -21 | 0 | 7 | -2.8
C=CCOC(=O)C1=C(C)NC(C)=C(C(=O)OCC=C)C1c1ccco1 | 22 | 3 | 8 | 19 | 13 | -4 | -8 | 14 | 1 | 2 | 0.3
N=C1C(c2nc3ccccc3c(=O)[nH]2)=C(O)CN1CCc1ccccc1 | -11 | 0 | 14 | -27 | -4 | · | 23 | -5 | -7 | 14 | -3.0
COc1cccc(CNC(=O)c2ccc(C)c(S(=O)(=O)N3CCOCC3)c2)c1 | 6 | 1 | 9 | -5 | -55 | -3 | -1 | 3 | 4 | 3 | -0.3
COc1ccc(C)cc1NC(=O)CSc1nnc(COc2ccccc2)n1Cc1ccco1 | 15 | 3 | 22 | 14 | 6 | -4 | -14 | 16 | -9 | 1 | -1.6
CCCCc1c(-c2ccccc2F)ncn1CCc1ccccc1OC | · | · | · | -32 | -12 | -10 | · | · | -6 | · | 0.6
C=CCn1c(SCC(=O)c2cccs2)nc2sc(C)c(C)c2c1=O | 4 | -17 | 57 | 17 | -23 | -5 | -4 | -7 | -5 | 6 | 0.8
c1cc2c(c(NCc3ccncc3)c1)CCCC2 | 24 | -2 | 37 | 12 | 15 | -2 | -11 | 8 | 0 | 6 | -1.1
COc1ccc(S(=O)(=O)NCc2ccccn2)cc1NC(=O)c1ccc(Cl)cc1 | 29 | -1 | 16 | 1 | -2 | -14 | -3 | 16 | 0 | -5 | 1.1
Oc1ccc2ccc(Cl)cc2c1 | -10 | · | 1 | 13 | -16 | -6 | -9 | 13 | 3 | -1 | 2.3
CCN(CC(=O)NCc1cccs1)S(=O)(=O)c1ccc(F)c(F)c1F | 9 | 1 | -11 | 19 | -6 | -5 | 4 | 0 | 6 | 7 | -0.2
COC(=O)C1=C(N)Oc2c(oc(CO)cc2=O)C1c1ccccc1F (centres undefined) | 17 | 0 | -11 | 9 | -1 | -3 | 5 | -3 | -1 | -5 | -0.4
Cc1ccc(NC(=O)CCCn2nc(C)c3c(C)n(-c4ccccc4)nc3c2=O)cc1C | 8 | -1 | 3 | 4 | 0 | -3 | -2 | 12 | 0 | -3 | 0.2
Cc1occc1C(=O)N/N=C/C=C/c1ccccc1[N+](=O)[O-] | -41 | -3 | -21 | -43 | -61 | 7 | -2 | -11 | -4 | 4 | 1.7
Nc1ccc(Oc2ncccn2)cc1 | 15 | 0 | 8 | 10 | 5 | -6 | -15 | 26 | 3 | 0 | -0.4
Cc1ccc(S(=O)(=O)N2CCOCC2)cc1N/N=C(\C#N)c1nc2ccccc2[nH]1 | -1 | 3 | -18 | 4 | -33 | -3 | -4 | -7 | -1 | 3 | -0.1
CCOC(=O)C1(Cc2ccccc2C(F)(F)F)CCN(C(=O)c2cc(C)n(C)n2)CC1 | -159 | 3 | -43 | -166 | -67 | 8 | -4 | -30 | 3 | 3 | 0.9
COc1ccccc1CNC(=S)NC1CCCCC1 | -62 | -1 | -50 | -27 | -13 | 6 | -10 | -3 | 5 | 1 | -0.7
COc1ccc(Cl)cc1NC(=O)C[n+]1ccccc1 | 4 | 2 | 5 | 13 | -6 | -2 | 7 | 13 | -2 | 1 | -0.3
COc1ccc2cc(/C(C)=N/NC(=O)c3cc(-c4cccnc4)nc4ccccc34)ccc2c1 | -30 | 0 | 5 | -12 | 1 | 3 | 4 | 6 | -2 | -18 | -1.4
O=CN1CCN(C(C(=O)NC2CCCC2)c2ccc(Cl)cc2)CC1 (centres undefined) | -18 | 3 | -21 | -40 | -7 | -4 | 8 | -17 | -2 | -6 | -2.7
CC1CCCCN1C(=O)CSc1nc(-c2ccccc2)cn1N (centres undefined) | -13 | 4 | -7 | -12 | -9 | 2 | 6 | -2 | 3 | 4 | 1.2
CCOC(=O)C1=CNS(=O)(=O)NC1c1ccc(C)cc1 (centres undefined) | 4 | · | -3 | -3 | -13 | -3 | 2 | -7 | -1 | 2 | 1.1
Cc1cccc2c1N(CCOc1ccccc1Cl)C(=O)C2=O | 14 | -1 | -8 | 20 | -26 | -7 | -1 | 7 | -1 | 2 | 3.1
COc1ccc(OCC(O)CON2C(=O)c3ccccc3C2=O)cc1 (centres undefined) | -15 | 2 | -38 | 17 | -9 | · | 2 | -3 | -1 | 4 | -0.9
COc1cc(-c2nnn(Cc3ccccc3C)n2)cc(OC)c1OC | 20 | 3 | 18 | -4 | -22 | -14 | 2 | 7 | 2 | 0 | -0.5

Full records from above.
`N=C1C(c2nc3ccccc3c(=O)[nH]2)=C(O)CN1CCc1ccccc1` in the list: Peg3 prom inh: -11; NR2E3 ag-1: 0; Shn3 3UTR inh: 14; HIF-2a inh: -27; NR2E3 ag-2: -4; CaV13 ICDI inh: ·; Cardio protect: 23; MITF TRPM1 inh: -5; HTR2A ag: -7; PDI inh: 14; iPSC survival up: -3.0
`COc1ccc(C)cc1NC(=O)CSc1nnc(COc2ccccc2)n1Cc1ccco1` in the list: Peg3 prom inh: 15; NR2E3 ag-1: 3; Shn3 3UTR inh: 22; HIF-2a inh: 14; NR2E3 ag-2: 6; CaV13 ICDI inh: -4; Cardio protect: -14; MITF TRPM1 inh: 16; HTR2A ag: -9; PDI inh: 1; iPSC survival up: -1.6

No enrichment for hits; about 3.9% have a hit in one of these screens.
